# Bioassay records (PubChem BioAssay)
# NS5 inhibitors: Dengue-2 NS5 methyltransferase inhibitors, primary screen, biochemical, confirmation dose response (AID 588689); Dengue-2 NS5 methyltransferase capping enzyme assay, biochemical; higher % means a stronger effect; inhibition, % at 25 µM; hits with a dose series show IC50 in µM; 0.3% of 340,000 active; in the data active = a potency from the dose series
# UTI89 phage lysis: inhibition of K1F phage lysis, E. coli UTI89, bacterial capsule biogenesis inhibitors, alamar blue (AID 488966) | E. coli UTI89 K1F phage lysis, alamar blue, 2 h; higher % means a stronger effect | inhibition, % at 100 µM; hits with a dose series show IC50 in µM | 0.02% of 340,000 active;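 active = phage lysis inhibition, versus mean bacterial control, above a set limit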;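 also: capsule biogenesis inhibitors block K1F phage lysis so surviving cells raise fluorescence; higher fluorescence means more inhibition of phage lysis; actives were called in the ten point dose series up to 300 µM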
# MgcRacGAP inhibition: MgcRacGAP GTPase-activating activity inhibitors, confirmation, biochemical, ADP Hunter fluorescence; 0.6% of 340,000 active; MgcRacGAP-stimulated Rac1 GTP hydrolysis, ADP Hunter fluorescence; higher % means a stronger effect; GST-tagged Rac1 F28L mutant substrate; inhibition, % at 30 µM; hits with a dose series show IC50 in µM;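 active = first-screen hits whose inhibition reached a set limit at any dose in the follow-up dose series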;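 also: fluorescence reports GDP produced by GAP-driven GTP hydrolysis; strong numbers were not always called active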
# NS5 inhibitors pilot replicate: further read-out of NS5 inhibitors, marked with its call; inhibition, %; measured here: pilot screen replicate inhibition
# * = called active by the depositor; [ ] = another dose, or the depositor's remark. Not all compounds are listed. The share of hits here may be higher or lower than overall.
SMILES,NS5 inhibitors,UTI89 phage lysis,MgcRacGAP inhibition,others
O=C1C=C(O)c2[nH]c(=O)ccc2C1=O,15%,2.3%,3%,
CCCN(CC(=O)Nc1ccc(F)c(F)c1F)C(=O)Cc1ccc(OC)c(S(=O)(=O)N2CCOCC2)c1,2%,0.5%[50 µM],3%,
O=[N+]([O-])c1cccc(Cn2cnc3c(=S)nc[nH]c32)c1,-2%,0.0%,2%,
COc1ccc(CCN2CC(C(=O)OCc3ccccc3Cl)CC2=O)cc1OC (stereo not given),-14%,1.6%[50 µM],4%,
C[C@@H](NC(=O)Cn1cnc2c(NCc3ccccc3)ncnc21)c1cccc2ccccc12,1%,0.1%,12%,NS5 inhibitors pilot replicate=-1.2
COc1ccc(N=C2C=CC(=O)O2)cc1,-14%,0.1%,7%,
O=S1(=O)CCN(c2ccccc2CC(c2c[nH]c3ccccc23)c2c[nH]c3ccccc23)CC1,-4%,3.2%,0%,
N=c1c2ccccc2nnn1-c1ccccc1[N+](=O)[O-],0%,0.0%,4%,
CCOc1ncccc1C(=O)OCC(=O)NCc1ccc(C(=O)OC)cc1,-2%,0.9%[50 µM],2%,
COc1ccc(OC)c(NC(=O)COC(=O)CC2CCCCC2)c1,-11%,-1.8%,-9%,
O=C(COC(=O)CC1SC(N2CCCC2)=NC1=O)Nc1ccc(Br)cc1 (stereo not given),-7%,1.0%[50 µM],2%,
CCc1ccc(NC(=O)CSc2nccn(-c3ccc4c(c3)OCCO4)c2=O)cc1,7%,-0.9%[50 µM],-7%,
NS(=O)(=O)c1ccc(N2CCN(S(=O)(=O)Cc3ccccc3)CC2)nc1,2%,-2.2%,9%,
Cn1c(=O)c2[nH]c(C=Cc3ccc4c(c3)OCO4)nc2n(C)c1=O,1%,1.7%,-13%,
Clc1nc(Cl)c2ncn(-c3ccccc3)c2n1,-5%,0.9%,-3%,
O=C1NC(=O)C(c2ccccc2)(c2ccccn2)N1 (stereo not given),-3%,-1.3%,3%,
CC1CCCCN1C(=O)c1ccc(C(=O)c2ccccc2)cc1 (stereo not given),-7%,1.0%[50 µM],2%,
COC(=O)c1ccc2c(c1)c(C#Cc1ccccc1)c(-c1ccccc1)n2C,-5%,0.1%,9%,
Cc1cc(NC(=O)CSc2n[nH]c(-c3ccccc3Br)n2)no1,-4%,-0.6%,3%,
O=c1ccn([C@@H]2O[C@H](CNCC3=Cc4cc(O)ccc4OC3)[C@@H](O)[C@H]2O)c(=O)[nH]1,-1%,-0.5%,20%,
CC(NC(=O)CNC(=O)c1cccs1)c1cccc(C(F)(F)F)c1 (stereo not given),-7%,0.3%[50 µM],-1%,
CC(=O)N1CCc2ccc([N+](=O)[O-])cc21,4%,-3.7%,6%,
CCOc1ccccc1NC1=C(OC)C(=O)C(Nc2ccccc2OCC)=C(OC)C1=O,7%,2.0%,5%,
COc1ccc(/C=C(\NC(=O)c2ccccc2)C(=O)N2CCC(C)CC2)cc1,-13%,0.8%[50 µM],2%,

# 10 entries already listed, ordered by number of heavy atoms, rising:
SMILES,NS5 inhibitors,UTI89 phage lysis,MgcRacGAP inhibition,others
CC(=O)N1CCc2ccc([N+](=O)[O-])cc21,4%,-3.7%,6%,
Clc1nc(Cl)c2ncn(-c3ccccc3)c2n1,-5%,0.9%,-3%,
O=C1NC(=O)C(c2ccccc2)(c2ccccn2)N1 (stereo not given),-3%,-1.3%,3%,
CC1CCCCN1C(=O)c1ccc(C(=O)c2ccccc2)cc1 (stereo not given),-7%,1.0%[50 µM],2%,
COc1ccc(OC)c(NC(=O)COC(=O)CC2CCCCC2)c1,-11%,-1.8%,-9%,
NS(=O)(=O)c1ccc(N2CCN(S(=O)(=O)Cc3ccccc3)CC2)nc1,2%,-2.2%,9%,
COc1ccc(/C=C(\NC(=O)c2ccccc2)C(=O)N2CCC(C)CC2)cc1,-13%,0.8%[50 µM],2%,
O=c1ccn([C@@H]2O[C@H](CNCC3=Cc4cc(O)ccc4OC3)[C@@H](O)[C@H]2O)c(=O)[nH]1,-1%,-0.5%,20%,
CCc1ccc(NC(=O)CSc2nccn(-c3ccc4c(c3)OCCO4)c2=O)cc1,7%,-0.9%[50 µM],-7%,
CCOc1ccccc1NC1=C(OC)C(=O)C(Nc2ccccc2OCC)=C(OC)C1=O,7%,2.0%,5%,

# (more compounds)
SMILES,NS5 inhibitors,UTI89 phage lysis,MgcRacGAP inhibition,others
O=c1[nH]c2cnn(-c3ccccc3)c2c(=O)n1O,-1%,0.3%,1%,
CCCN1/C(=C(\C#N)C2=NS(=O)(=O)c3ccccc32)N(C)c2ccccc21,-6%,-1.9%,-1%,
COc1ccc(/C=C/C(=O)OCC(=O)N(C)CC(=O)Nc2ccc(C)cc2)c(OC)c1,-3%,0.1%[50 µM],7%,
O=C(Nc1cccc(S(=O)(=O)NCc2ccco2)c1)c1cccc(Cl)c1,4%,0.3%[50 µM],4%,
CNC[C@H]1Oc2ccc(NC(=O)Nc3ccc4c(c3)OCO4)cc2C(=O)N([C@H](C)CO)C[C@@H]1C,-7%,2.2%,4%,
CC1CCCN(CC(O)CN2CCN(CC(O)CN3CCCC(C)C3)C(C)C2)C1 (stereo not given),0%,-0.2%,-3%,
O=c1c2sc3nc(N4CCOCC4)c4c(c3c2ncn1C(c1ccccc1)c1ccccc1)CCCC4,-6%,0.1%,11%,
CC(C)(O)/C=C/C(=O)[C@](C)(O)C1[C@H](O)C[C@@]2(C)C3CC=C4C(C=C(O[C@@H]5O[C@H](CO)[C@@H](O)[C@H](O)[C@H]5O)C(=O)C4(C)C)[C@]3(C)C(=O)C[C@]12C (stereo not given in full),-4%,0.6%,3%,
CNC(=O)NC(=O)CSc1ccc(S(=O)(=O)N(C)C2CCCCC2)cn1,-4%,0.8%[50 µM],0%,
COc1ccc(NC(=O)N(C)C[C@H]2Oc3c(NC(=O)Nc4ccc(C(F)(F)F)cc4)cccc3C(=O)N([C@H](C)CO)C[C@@H]2C)cc1,-8%,-1.3%,-8%,
O=C(OCc1cc(=O)n2ccsc2n1)c1ccc(OC(F)F)cc1,2%,1.3%[50 µM],9%,
O=C(Nc1ccc(C(=O)N2CCCC(CO)C2)cc1)c1ccc(Br)o1 (stereo not given),-5%,2.7%,8%,
COc1ccccc1-c1nnc(SC(C)C(=O)NCC2CCCO2)n1C (stereo not given),-7%,1.2%[50 µM],9%,
NC(CSC1(c2ccccc2)c2ccccc2-c2ccccc21)C(=O)O (stereo not given),-3%,-0.9%,5%,
CC1CN(C2CCCCC2)C(=S)N(c2ccccc2)C1=O (stereo not given),-5%,-3.4%,-2%,
CN1CCN(c2ccc(S(=O)(=O)N3CCOCC3)cc2NC(=O)CSCc2ccccc2)CC1,2%,0.8%[50 µM],4%,
Oc1cc(NCc2ccc(Cl)cc2)cc2cccnc12,2%,1.5%,8%,
O=C(COC(=O)CCSc1ccccc1)Nc1ccccc1,-8%,0.6%[50 µM],3%,
Cc1ccc(S(=O)(=O)NC(=O)N2CCCC2)cc1,-12%,-0.8%,0%,
O=C(COC(=O)C1=COCCO1)Nc1cc(Cl)c(Cl)cc1Cl,-6%,0.2%[50 µM],3%,
CN(Cc1ccccc1)C(=O)c1cccc(NC(=O)Cc2ccc(NC(=O)C3CCCN(C(=O)C4CC4)C3)cc2)c1 (stereo not given),-12%,0.0%,4%,NS5 inhibitors pilot replicate=-3.3
CC(C)(C)OC(=O)N1O[C@H]2CC1[C@@H]1[C@@H]2N=NN1CCc1ccncc1,-5%,0.2%,10%,NS5 inhibitors pilot replicate=3.9
CCCCN(C(=O)c1ccc(S(=O)(=O)N(C)c2ccccc2)cc1)c1c(N)n(CCC)c(=O)[nH]c1=O,-5%,-0.1%[50 µM],-1%,
CC(C)Cn1cnc2c(SCCc3ccccc3)nc(N)nc21,-5%,1.4%,4%,

# An excerpt from further up, for reference:
SMILES,NS5 inhibitors,UTI89 phage lysis,MgcRacGAP inhibition,others
COc1ccccc1-c1nnc(SC(C)C(=O)NCC2CCCO2)n1C (stereo not given),-7%,1.2%[50 µM],9%,
NC(CSC1(c2ccccc2)c2ccccc2-c2ccccc21)C(=O)O (stereo not given),-3%,-0.9%,5%,
CC1CN(C2CCCCC2)C(=S)N(c2ccccc2)C1=O (stereo not given),-5%,-3.4%,-2%,

# Next section.
SMILES,NS5 inhibitors,UTI89 phage lysis,MgcRacGAP inhibition,others
O=C(Cc1cccc(NC(=O)C2CCCN(C(=O)C3CCCC3)C2)c1)Nc1cccc(C(=O)N2CCCCC2)c1 (stereo not given),1%,0.2%,6%,
COCCN(C(=O)COC(=O)/C=C/c1ccc(Cl)c(Cl)c1)c1c(N)n(Cc2ccccc2)c(=O)[nH]c1=O,-7%,0.5%[50 µM],3%,
CC(C)(C)S(=O)N1Cc2cc(=O)n(Cc3ccccc3)cc2[C@@H]1CCO (stereo not given in full),-5%,0.3%,4%,NS5 inhibitors pilot replicate=0.0
COc1ccc(Br)cc1C(=O)CCC(=O)OCC(=O)Nc1cc(C(N)=O)cc(C(N)=O)c1,-10%,0.4%[50 µM],6%,
COc1ccc(NC(=S)N2CCC(C(=O)c3ccc(Cl)cc3)CC2)cc1,-5%,-0.2%,11%,
COc1ccc(NC2=Nc3ccccc3N[C@@]23C[C@H]2CCCC(=O)N4CC[C@@H](C3)[C@@H]24)cc1,7%,0.0%,5%,
COc1ccc(NS(=O)(=O)c2cccc(C(=O)NN=Cc3cc(Br)c(O)c(Br)c3)c2)cc1,16%,0.0%,9%,
Cn1c(N)c(C(=O)COC(=O)c2ccc3ccccc3c2)c(=O)n(C)c1=O,6%,-0.6%,9%,
COc1ccc(OCCN2CCN(S(=O)(=O)c3ccccc3C#N)CC2)cc1,-2%,1.8%[50 µM],4%,
CC(=O)OC(=C(OC(C)=O)c1ccccc1)c1ccccc1,-1%,1.7%,0%,
COCC(C)n1c(C)cc(C(=O)CN2c3cccc4cccc(c34)S2(=O)=O)c1C (stereo not given),-15%,0.3%[50 µM],6%,
CCN(C(=O)COC(=O)c1cnccn1)c1cccc2ccccc12,4%,1.5%,0%,
Nc1ccn([C@@H]2O[C@H](COS(=O)(=O)O)[C@@H](O)[C@H]2O)c(=O)n1,0%,1.4%,10%,
CCCCn1c(N)c(N(C(=O)CSc2nncn2-c2ccccc2)C2CCCC2)c(=O)[nH]c1=O,-5%,1.1%[50 µM],2%,
O=[N+]([O-])c1ccc2cc[nH]c2c1,-6%,-2.8%,-4%,
CCN(CC(=O)Nc1c(F)cccc1F)C(=O)c1cccc(S(=O)(=O)N2CCCc3ccccc32)c1,-6%,-0.3%[50 µM],-2%,
Nc1nc(N)c(Br)c(Nc2ccc(Cl)c(Cl)c2)n1,4%,1.1%,-1%,
Cc1nnc(NC(=O)CCC(=O)N2CCN(S(=O)(=O)c3cc([N+](=O)[O-])ccc3C)CC2)s1,-2%,1.2%,-4%,
C[C@H](CO)N1C[C@H](C)[C@@H](CN(C)S(=O)(=O)c2ccc(F)cc2)Oc2ccc(NS(=O)(=O)c3cccs3)cc2C1=O,-6%,0.7%,6%,
CC(=O)Nc1cccc(-c2cnc(N)c(C(=O)c3cccnc3)n2)c1,-3%,0.4%,4%,
CCc1sc(C(=O)N(CCCOC)c2c(N)n(CC(C)C)c(=O)[nH]c2=O)cc1C,-7%,0.8%[50 µM],6%,
CN(C)CCN1C(=O)CCC2(C)C1=CCC1C2CCC2(C)C1CCC2(C)O (stereo not given),2%,-0.3%,9%,
COc1cc(OC)cc(C(=O)N[C@H](C(=O)NC2CCCc3ccccc32)C(C)C)c1 (stereo not given in full),-2%,-2.3%,4%,
CC1CCc2[nH]c3ccc(C(=O)N(C)CC(=O)Nc4ccccc4Cl)cc3c2C1 (stereo not given),8%,0.2%[50 µM],7%,
O=C(NCC1CCCO1)c1ccc(S(=O)(=O)Nc2ccc(F)cc2)cc1 (stereo not given),4%,0.4%[50 µM],0%,
O=C(C[C@H]1C/C=C\CCCCC(=O)OC[C@H]2CCCN2C1=O)N[C@H](CO)Cc1ccccc1,2%,1.8%,6%,
Cc1ccc(NC(=O)c2ncn(CCCN3CCN(Cc4cccc5ccccc45)CC3)n2)cc1C,-5%,-0.2%,1%,NS5 inhibitors pilot replicate=-4.0
COc1ccc(Br)c(C(=O)OCC(=O)N2CCc3ccccc32)c1,4%,0.3%[50 µM],3%,
CC(NC(=O)COC(=O)c1cc(S(=O)(=O)N2CCOCC2)ccc1F)c1ccccc1 (stereo not given),2%,-1.8%,5%,
Cc1nc2ccc(NC(=O)c3cccc(S(=O)(=O)N4CCOCC4)c3)cc2s1,-11%,-0.4%,4%,
CC1(c2ccccc2Cl)NC(=O)N(CC(=O)N2CCc3ccccc32)C1=O (stereo not given),-7%,-0.3%,6%,
CCOc1cc(N2CCOCC2)c(OCC)cc1NC(=O)CN1C(=O)NC(CC)(c2ccc(F)cc2)C1=O (stereo not given),-8%,-0.1%[50 µM],5%,
CC1CCCC(C)N1C(=O)COC(=O)/C=C/c1ccco1 (stereo not given),-1%,1.1%[50 µM],2%,
CCN(c1ccccc1)S(=O)(=O)c1ccc(OCC(F)(F)F)c(NC(=O)c2ccc(=O)[nH]c2)c1,-4%,-0.5%,5%,
CC1(C)c2ccccc2-c2nc3ccccc3cc2C1N1CCOCC1 (stereo not given),2%,-0.4%,-1%,
O=C(c1cccc(S(=O)(=O)N2CCc3ccccc32)c1)N1CCN(CCO)CC1,-7%,0.3%,1%,
